Pf growth 96h = Primary qHTS for delayed death inhibitors of the malarial parasite plastid, 96 hour incubation; P. falciparum luciferase reporter growth, 96 h; Potency, µM (top dose mostly 28.7 µM), inactives show at the highest dose activity change, negative = inhibition, hits mostly inhibitors; 320,000 compounds, 6.9% hits; note: potency is the fitted concentration of half-maximal effect; % is set by controls: 0 for no effect and ±100 for the full control effect
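Erythrocytes infected with luciferase-expressing P. falciparum were dispensed at 2% hematocrit and 0.05% parasitemia (final), then incubated with compounds 96 hours at 37 C in 5% CO2. Luminescence after detection reagent addition reported growth.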
AmpC no deterg = qHTS Inhibitors of AmpC Beta-Lactamase (assay without detergent) | P00811 | AmpC nitrocefin hydrolysis, absorbance 480 nm, 0.0001% Triton | Potency, µM (series often up to 57.1 µM), inactives show at the top dose activity change, negative = inhibition, actives largely listed as inhibitors | 330,000 compounds, 0.52% hits;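 note: potency is the fitted concentration of half-maximal effect; plate controls were no compound for no effect and no enzyme for full effect; nearly all actives have a fitted effect of over 20% in size; some results filed as inactive show a strong effect at the top dose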
Target sequence (P00811 whole entry, looked up): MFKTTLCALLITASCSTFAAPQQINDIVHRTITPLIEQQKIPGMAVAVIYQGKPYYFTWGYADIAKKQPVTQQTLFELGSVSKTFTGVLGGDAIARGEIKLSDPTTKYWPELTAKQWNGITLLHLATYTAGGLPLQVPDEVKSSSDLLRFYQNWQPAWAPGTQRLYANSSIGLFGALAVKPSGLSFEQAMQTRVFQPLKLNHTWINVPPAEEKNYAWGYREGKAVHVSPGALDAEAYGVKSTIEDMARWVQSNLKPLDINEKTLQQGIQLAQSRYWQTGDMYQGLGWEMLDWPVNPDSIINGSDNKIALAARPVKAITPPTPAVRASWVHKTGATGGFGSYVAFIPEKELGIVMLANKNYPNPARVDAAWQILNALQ
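20 mM phosphate pH 7.0 + 0.01% (detergent screen) or 0.0001% Triton X-100; 5.3 nM AmpC reagent; cpd preinc 15 min RT; nitrocefin (800 uM stock) to start; A480 q20 s × 4 min; Activity was normalised to no-enzyme and no-compound control wells.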
Pf growth 48h = Primary qHTS for delayed death inhibitors of the malarial parasite plastid, 48 hour incubation. P. falciparum luciferase growth in erythrocytes, 48 h. Potency, µM (highest dose often 28.7 µM), for the others: at the highest dose activity change, negative = inhibition, hits mostly inhibitors. 310,000 compounds, 5.9% hits; note: potency is the fitted concentration of half-maximal effect; % is set by controls: 0 for no effect and ±100 for the full control effect
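Cell-based growth assay: transgenic P. falciparum expressing firefly luciferase, cultured in red cells within RPMI 1640 containing 0.5% w/v Albumax, 24 mM bicarbonate and gentamycin. A drop in luciferase activity indicates inhibition.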
LmPK inhibitor = qHTS Assay for Inhibitors of Leishmania Mexicana Pyruvate Kinase (LmPK). purified LmPK, Kinase-Glo ATP luminescence, 1 h. Potency, µM (top dose mostly 57.5 µM), without a hit: at the top dose activity change, negative = inhibition, actives largely listed as inhibitors. 290,000 compounds, 0.37% hits. Q27686; note: potency is the fitted concentration of half-maximal effect; % is set by controls: 0 for no effect and ±100 for the full control effect
Target sequence (Q27686 whole entry, looked up): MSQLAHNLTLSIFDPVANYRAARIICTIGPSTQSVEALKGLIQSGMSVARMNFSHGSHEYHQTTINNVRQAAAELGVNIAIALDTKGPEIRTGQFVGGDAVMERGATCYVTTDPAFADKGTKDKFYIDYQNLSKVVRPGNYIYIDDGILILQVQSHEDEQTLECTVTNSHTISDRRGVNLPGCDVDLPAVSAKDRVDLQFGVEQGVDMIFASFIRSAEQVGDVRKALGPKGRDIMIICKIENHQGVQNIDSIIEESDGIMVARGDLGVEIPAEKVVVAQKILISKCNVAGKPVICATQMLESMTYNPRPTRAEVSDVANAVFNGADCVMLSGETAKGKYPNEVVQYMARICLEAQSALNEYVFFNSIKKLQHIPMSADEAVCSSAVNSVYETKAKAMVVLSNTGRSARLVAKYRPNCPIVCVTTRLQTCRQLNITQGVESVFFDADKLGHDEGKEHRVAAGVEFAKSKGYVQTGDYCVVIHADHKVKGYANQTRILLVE
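Kinase-Glo luminescence read after 1 h RT reaction of 0.1 nM LmPK with 0.5 mM PEP and 0.1 mM ADP. Activity scaled between uninhibited and enzyme-free controls.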
Shiga toxin inh = A qHTS for Small Molecule Inhibitors of Shiga Toxin; Vero cells, Shiga toxin protein synthesis inhibition reporter; inhibition, % at 38.7 µM; 290,000 compounds, 9.2% hits; AID 2315, 2010; in the data active = inhibition mostly above about 28%, no sharp cut-off; inactive = mostly below about 43%; note: 0% is about no effect
Cycloheximide cs = Cycloheximide Counterscreen for Small Molecule Inhibitors of Shiga Toxin. cell reporter, cycloheximide protein synthesis inhibition counterscreen. max response, %. 300,000 compounds, 12% hits. AID 2314, 2010; in the data active = max response mostly above about 13%, no sharp cut-off; inactive = mostly below about 14%; note: read at 38.3 µM for the half of the compounds with a filed dose; 0% is about no effect
Tb PYK inh = qHTS of Trypanosoma Brucei Inhibitors | pyruvate kinase (Trypanosoma brucei), Q57TT1 | TbPYK enzyme, Kinase-Glo Plus ATP luminescence, 45 min | Potency, µM (titrated, usually from 76.8 µM), for inactives: at the highest dose activity, negative = inhibition, actives largely listed as inhibitors | 410,000 compounds, 0.12% hits; note: potency is the fitted concentration of half-maximal effect; % is set by controls: 0 for no effect and ±100 for the full control effect; nearly all actives have a fitted effect of over 50% in size
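Readout: single end-point luminescence (Kinase-Glo Plus, 10 min). Reaction conditions were TbPYK/substrate plus 130 uM ADP, 45 min at RT, pH 7.2 TEA buffer. No-enzyme wells served as controls, and data were normalized before concentration-response fitting.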
Numbers without * were called inactive; ? = inconclusive; . = no result given; & = joins results of further samples; [ ] = remark or other dose. Unless noted, calls come from the whole dose curve; as a rule, active = well fitted curve in the direction sought with a large enough effect; inconclusive = small, poorly fitted or top-dose-only effect, or another doubt; inactive = no such curve, though single readings can be large; an effect the other way counts as inactive or inconclusive.

SMILES	Pf growth 96h	AmpC no deterg	Pf growth 48h	LmPK inhibitor	Shiga toxin inh	Cycloheximide cs	Tb PYK inh
CCCn1c(-c2ccc(F)cc2)n[nH]c1=S	10.5%	-24.5%	-5.7%	?	-9.4	-0.5	?
Oc1[nH]c2ccccc2c1N=Nc1nc2ccccc2s1	297.3%[activator]	-7.1%	.	-9.9%	48.9*	35.4*	3.7%
COc1ccccc1OCC(=O)OC/C(O)=C(\C#N)c1nc2ccccc2[nH]1	?	-13.4%	19.6%	-1.0%	10.1	15.6*	-11.0%
COc1cc(OC)c(C(=O)NCC2CCCO2)cc1OC (stereo not drawn)	-21.8%	-13.6%	-11.1%	1.3%	1.1	0.3	4.5%
CCOC(=O)c1ccc(N2C(=O)CC(NC3CCN(C(=O)c4cccc(Cl)c4)CC3)C2=O)cc1 (stereo not drawn)	124.7%[activator]	121.1%[activator]	?	-3.3%	-3.3	-0.4	-9.0%
Cc1csc2nc(O)c(C(=O)NC3CCCCCC3)c(=O)n12	?	-16.5%	11.7µM*	.	.	.	-1.3%
CCN(CC)S(=O)(=O)c1cc(C(=O)Oc2cccc(-c3cnc4ccccc4n3)c2)ccc1Br	.	-7.7%	272.8%[activator]	1.7%	65.4*	61.1*	-6.4%
CCOc1ccc(Nc2nc(N)nc(CSC(=S)N3CCOCC3)n2)cc1	-1.3%	-0.6%	-3.8%	4.5%	45.6	44.2*	-0.1%
O=C(COc1ncnc2ccccc12)N1CCN(C(=O)c2ccco2)CC1	?	-14.5%	0.5%	-4.0%	-3.0	-2.9	11.1%
Cc1ccc(C(=O)NNC(=O)c2ccncc2)cc1S(=O)(=O)N1CCOCC1	-1.0%	-14.3%	?	.	.	.	-2.5%
COCCNC(=O)Cn1nc(-c2ccc(C)cc2)c2ccccc2c1=O	7.3%	26.9%	29.1%	-3.4%	18.1	-2.8	4.2%&-4.2%
CCCOc1ccc([N+](=O)[O-])c(N)c1	29.1%	-26.5%	-5.4%	-3.5%	14.2	5.0	-1.4%
COc1cc(C#N)c(NC(=O)CN2CCC(C(N)=O)CC2)cc1OC	?	-1.3%	-1.8%	1.6%	-11.4	4.2	0.8%
C=CC1CN2CCC1CC2c1[nH]c2ccccc2c1CCO (stereo not drawn)	-3.7%	-26.5%	-6.8%	0.0%	-17.7	-0.7	-2.5%
CCN(CC)CCNc1ccc2nnc(CCNS(=O)(=O)c3ccc(C)cc3)n2n1	?	3.9%	-3.5%	0.7%	-17.6	2.4	-1.7%
CCN(CC)c1ccc([N+](=O)[O-])cc1C(=O)O	21.9%	-16.1%	-8.5%	0.6%	-4.1	0.6	18.3%
Cc1ccc(NC(=O)CSc2ncnc3ccccc23)cc1S(=O)(=O)N1CCCCCC1	?	-33.0%	?	-3.8%	-9.7	0.8	3.1%
CCCCCOc1ccc(NS(C)(=O)=O)cc1	-0.9%	-23.0%	?	3.8%	37.1	29.1	-5.0%
CCOC(=O)c1ccc(NC(=O)C2CC(=O)N=C(N)S2)cc1 (stereo not drawn)	22.7%	-15.6%	28.3%	-11.8%	10.2	-3.7	-0.1%
CN(C)C(=O)Oc1ccc2oc(=O)cc(-c3cc4ccccc4o3)c2c1	6.2%	51.3%	14.1%	6.6%	-12.9	-1.9	8.0%
O=C(O)CNC(=O)/C(=C/c1ccco1)NC(=O)/C=C/c1ccccc1	39.1%[activator]	-24.2%	-17.5%	2.6%	11.0	2.3	-5.3%
O=C(CNC(=O)c1ccc(Cl)cc1)Nc1ccc(Br)cc1C(=O)c1ccccc1	21.9%	-26.8%	-0.9%	-2.8%	-3.6	1.1	2.0%
CC(=O)C1=C(Nc2ccccc2)CC(C)(O)C(C(C)=O)C1c1ccccc1 (stereo not drawn)	16.1%	23.4%	-0.5%	0.4%	1.9	1.6	-6.3%
CN(C)S(=O)(=O)c1ccc(C(=O)NCc2nnc(SCC(=O)N3CCCCCC3)o2)cc1	-22.1%	100.8%[activator]	0.0%	-13.1%	-26.6	4.6	-0.7%
O=C(O)c1c(NC(=O)N2CCOCC2)sc2c1CCCC2	26.3%	-15.4%	15.7%[0.00184 µM]	-1.7%	28.8	13.4*	-12.6%
Cc1cc(C)c(S(=O)(=O)Nc2ncccc2C)c(C)c1	-25.4%	-11.8%	-4.0%	-1.9%	2.5	1.0	2.0%
O=C1CCCC/C1=C\Nc1ccc(S(=O)(=O)Nc2cnc3ccccc3n2)cc1	13.0%	-13.9%	19.4%	-1.0%	27.0	-1.1	-1.1%
CC(=O)c1cccc(NC(=O)c2cc(S(=O)(=O)N3CCOCC3)cs2)c1	27.2%	-17.6%	-18.5%	-5.4%	-13.2	1.2	2.5%
COc1ccc(/C=N/OCC(=O)NCc2cccs2)c(OC)c1	-3.5%	-9.5%	3.2%	-1.2%	-11.5	0.0	-3.2%
CCCC(=O)C1=C(O)C(C(=O)OC)C(C)(C)CC1=NC (stereo not drawn)	3.9%	1.1%	-8.3%	0.4%	11.4	-2.5	1.0%
O=C(Nc1ccc2oc(-c3ccccc3)nc2c1)c1cccnc1	-14.2%	11.0%	24.1%	2.4%	54.0*	38.5*	-11.1%
Cc1ccc(O)c(C(=O)c2cc(C#N)c3nc4ccccc4n3c2)c1	41.5%[activator]	3.1%	12.3%	4.4%	-6.6	0.5	-4.5%
O=C(NCc1cccnc1)c1ccc(NC(=O)c2ccco2)cc1	-13.4%	-14.7%	29.4%	-3.1%	-1.5	11.8	1.0%
CC(=O)c1cccc(NC(=O)Cn2cnc(S(=O)(=O)N3CCC(C)CC3)c2)c1	-17.5%	-10.3%	-3.3%	6.0%	-1.4	1.1	-5.7%
Cc1ccc(Nc2nnc(SCC(=O)Nc3ncc(S(=O)(=O)c4ccc([N+](=O)[O-])cc4)s3)s2)cc1	34.7%[activator]	-8.8%	3.6%	-3.0%	-15.6	1.1	-0.7%
Cc1cc(OCC(=O)N2CCC(C(=O)NCC(C)C)CC2)c2c3c(c(=O)oc2c1)CCCC3	?	-5.6%	?	2.3%	-13.2	-8.4	-6.1%
CCOC(=O)c1cnc2c(c(C)nn2C)c1Oc1ccc(Cl)cc1	1.47µM*	137.2%[activator]	?	-1.6%	-10.3	2.1	2.1%
Cc1ccc(C(=O)COc2cccc(NC(=O)c3ccco3)c2)cc1	23.9%	-27.5%	-21.9%	5.6%	14.8	4.0	-1.0%
Cc1cc(OCC(=O)N2CCC(O)CC2)c2c(C)cc(=O)oc2c1	?	44.6%	2.0%	-9.2%	-5.5	1.0	9.8%
CCOC(=O)N1CCN(S(=O)(=O)c2ccc3c(c2)SCC(=O)N3)CC1	.	-0.4%	-0.5%	0.9%	-14.9	1.1	-0.2%
COc1ccc(-c2n[nH]c3c2CN(C(=O)c2ccccc2)CC3)cc1	2.3%	-0.2%	1.7%	4.7%	-3.2	13.8	-9.8%
O=C(CN1C(=O)NC2(CCCC2)C1=O)Nc1cccc(-c2nnc3n2CCCCC3)c1	7.38µM*	-5.7%	-5.7%	-7.0%	-4.3	-3.2	1.0%
O=S(=O)(c1cc(F)ccc1F)N1CCN(C2CCCCC2)CC1	16.1%	-5.3%	6.6%	-0.9%	-4.7	-3.1	-3.9%
Cc1cc(C)cc(N(C(=O)c2ccc(Br)o2)C2C=CS(=O)(=O)C2)c1 (stereo not drawn)	-14.3%	-6.2%	-0.4%	8.7%	-12.4	-1.8	1.5%
COC(=O)c1c(NC(=O)c2cccc([N+](=O)[O-])c2)sc(C(N)=O)c1C	4.5%	-16.9%	7.1%	1.7%	-6.2	-1.1	0.4%

Part of the list above, as labelled records:
> O=C(NCc1cccnc1)c1ccc(NC(=O)c2ccco2)cc1
  Pf growth 96h: -13.4%; AmpC no deterg: -14.7%; Pf growth 48h: 29.4%; LmPK inhibitor: -3.1%; Shiga toxin inh: -1.5; Cycloheximide cs: 11.8; Tb PYK inh: 1.0%
> Cc1cc(C)cc(N(C(=O)c2ccc(Br)o2)C2C=CS(=O)(=O)C2)c1 (stereo not drawn)
  Pf growth 96h: -14.3%; AmpC no deterg: -6.2%; Pf growth 48h: -0.4%; LmPK inhibitor: 8.7%; Shiga toxin inh: -12.4; Cycloheximide cs: -1.8; Tb PYK inh: 1.5%

The list continues.
SMILES	Pf growth 96h	AmpC no deterg	Pf growth 48h	LmPK inhibitor	Shiga toxin inh	Cycloheximide cs	Tb PYK inh
COc1ccc(-c2ncccc2OC(=O)C23CC4CC(CC(C4)C2)C3)cc1OC	14.3%	71.8%[activator]	-27.4%	-2.0%	-13.7	-1.4	-1.8%
N/C(=N\OC(=O)c1ccc(F)cc1)c1cccc([N+](=O)[O-])c1	-13.1%	-11.9%	24.9%	-2.2%	56.9*	31.1*	2.9%
O=C(COc1ncnc2ccccc12)Nc1cc([N+](=O)[O-])ccc1F	5.22µM*	-11.5%	2.7%	-0.6%	-12.1	5.1	-3.5%
O=C1COc2ccc(S(=O)(=O)CCC(=O)N3CCN(c4cccc(C(F)(F)F)c4)CC3)cc2N1	?	79.8%[activator]	-9.8%	-0.1%	-0.2	-9.8	-22.5%
COc1ccc(N2CCN(S(=O)(=O)CCNC(=O)COc3ccccc3)CC2)cc1	5.0%	6.4%	-25.6%	.	.	.	3.7%
O=C(c1ccc(S(=O)(=O)Nc2ccccc2)cc1)N1CCCC1	15.9%	83.9%[activator]	?	.	.	.	-4.2%
Cc1ccc(OCCN2C(=O)c3ccccc3C2=O)c(C)c1	4.6%	-13.1%	5.7%	2.7%	-3.8	6.4	-12.8%
Cc1cc(C)c(S(=O)(=O)c2c(C)cccc2C)c(OCC(C)C)n1	11.7µM*	-14.5%	11.7µM*	1.8%	-29.7	6.0	-18.7%
Cc1cc(Br)ccc1NC(=S)NC1CCCC1	-23.9%	-38.6%	?	5.5%	35.4	30.4*	-5.4%
COc1ccccc1CN1CC(C(=O)NCCN(C)CCc2ccccc2)CCC1=O (stereo not drawn)	14.1%	60.8%[activator]	-23.0%	-4.5%	-8.1	11.6	1.5%
O=C(COC(=O)CSc1ccc([N+](=O)[O-])cc1)NCCc1ccccc1	26.3%	-26.2%	1.6%	.	.	.	-2.2%
CCCC1(C(=O)OCC)NC(c2ccc(O)cc2)C2C(=O)N(c3ccc4c(c3)OCCO4)C(=O)C21 (stereo not drawn)	-20.7%	-16.1%	.	-8.0%	-9.9	-1.3	-4.4%
COc1ccc(CNC(=O)C(C)N2CCN(S(=O)(=O)c3ccccc3F)CC2)cc1 (stereo not drawn)	?	9.6%	?	.	.	.	4.7%

Compounds were not picked by outcome; overall some 22% were active at least once.
